M. tuberculosis HTS = M. tuberculosis growth inhibition, HTS (AID 449762); M. tuberculosis H37Rv growth inhibition, 7H9 media; higher % means a stronger effect; actives 0.59% (n = 330,000); one-dose inhibition, % at 25 µM; IC50 in µM for titrated hits; in the data active = a potency from the dose series; inconclusive = inhibition above about 70% without an active follow-up result;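 note: bacterial growth assessed after seven days of incubation; strong numbers were not always called active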
influenza NS1A = H1N1 influenza NS1A inhibitors, functional cell based assay (AID 504329); NS1A functional cell-based assay, percent inhibition; higher % means a stronger effect; inhibition, % at 12.5 µM, or IC50 in µM where a hit was titrated; actives 0.3% (n = 340,000); in the data active = a potency from the dose series; inconclusive = inhibition above about 27% without an active follow-up result; note: strong numbers were not always called active
inhibitors of VEEV = inhibitors of VEEV TC-83 cytopathic effect, confirmation, Vero cells (AID 588727); Vero cells, VEEV TC-83 cytopathic effect inhibition; higher % means a stronger effect; inhibition, % at 20 µM; hits with a dose series show IC50 in µM; actives 0.13% (n = 350,000); in the data active = a potency from the dose series; inconclusive = inhibition mostly from about 14% at the one dose, without a potency; inactive = the rest, 99 in 100 with inhibition below about 12%; note: strong numbers were not always called active
M. tuberculosis = growth inhibition of non-replicating M. tuberculosis (AID 488890); actives 0.39% (n = 320,000); inhibition, % at 25 µM; hits with a dose series show IC50 in µM; Mycobacterium tuberculosis non-replicating, growth inhibition; higher % means a stronger effect; in the data active = a potency from the dose series; inconclusive = inhibition mostly from about 82% at the one dose, without a potency; inactive = the rest, 99 in 100 with inhibition below about 76%;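 note: plate controls were DMSO cells for no effect and high antibiotic wells for full effect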
PhoP GFP inhibition = PhoP regulon inhibitors, Salmonella typhi PhoP promoter GFP reporter, confirmatory (AID 1850) | Salmonella Typhi PhoP-promoter GFP reporter, fluorescence, 4 h; higher % means a stronger effect | inhibition, % at 50 µM, or IC50 in µM where a hit was titrated | actives 0.33% (n = 310,000); in the data active = a potency from the dose series; inconclusive = inhibition mostly from about 25% at the one dose, without a potency; inactive = the rest, 99 in 100 with inhibition below about 19%;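 note: 0% = induced wells with vehicle and 100% = uninduced wells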
inhibitors of VEEV 10K pilot screen = recorded beside inhibitors of VEEV, whose call it bears; inhibition, %; measured here: 10K pilot screen inhibition
An asterisk follows results filed as active; i = inactive; ? = inconclusive; . = not tested or not shown.

SMILES	M. tuberculosis HTS	influenza NS1A	inhibitors of VEEV	M. tuberculosis	PhoP GFP inhibition	others
COc1ccc2[nH]c(=O)c(C(c3nnnn3CC3CCCO3)N3CCCCC3)cc2c1 (configuration not stated)	-9%	-5%	1.9%	-3%	-6%
COc1cccc(C2N(c3cccc(Cl)c3)C(=O)C3CCCN32)c1OC (configuration not stated)	-4%	-2%	0.5%	17%	0%
O=C(CSc1ccc(Br)cc1)Nc1cccc(S(=O)(=O)N2CCOCC2)c1	.	-2%	8.1%	.	.
CC1(C)CC(N2CCOCC2)=CC(=[N+]2CCOCC2)C1	2%	0%	1.6%	0%	6%
N#Cc1c(-c2ccccc2)nc(-c2ccccc2)[nH]c1=O	51%	6%	i	31%	0%	inhibitors of VEEV 10K pilot screen=0.6
CC(C)=CCN1CCN(Cc2cc(C(C)C)n[nH]2)CC1CCO (configuration not stated)	-7%	-12%	i	4%	-17%
COc1ccc2oc(=O)c(C(=O)NCc3ccco3)cc2c1	7%	-7%	i	76%	9%
CCN1C(=O)c2cccc3c(S(=O)(=O)NCCCN4CCOCC4)ccc1c23	-2%	-16%	6.4%	-2%	2%
NCCc1nnc(SCc2ccccc2Cl)o1	-1%	.	3.6%	1%	-24%
COCCNS(=O)(=O)c1ccc(OCC(=O)N2CCc3ccccc3C2)c(Cl)c1	2%	-26%	2.4%	12%	12%
O=C(CCS(=O)(=O)c1ccccc1Cl)Nc1ccc(S(=O)(=O)Nc2ncccn2)cc1	1%	-4%	0.2%	7%	4%
O=C(c1ccc(S(=O)(=O)Nc2ccccc2F)cc1)N1CCC1	-4%	1%	1.2%	-3%	-5%
COc1cc(CC(=O)NCC2CCCCC2)cc(OC)c1OC	-1%	-3%	1.4%	-2%	4%
CCn1c(CCNC(=O)c2ccc(OC)cc2)nnc1SCC(=O)Nc1ccccc1F	2%	-1%	i	1%	-9%
O=C(N/C(=C\c1cccnc1)c1nc2ccccc2[nH]1)c1cccc(Br)c1	3%	2%	0.1%	13%	-5%
CC1CCCCC1NC(=O)NC(=O)COC(=O)c1nccnc1N (configuration not stated)	5%	-10%	1.6%	9%	.
CCC(C)(C(=O)NC1CCCC1)N(C)C(=O)c1ccccn1 (configuration not stated)	-2%	1%	0.3%	-9%	5%
COc1cc(-n2nnnc2SCC(=O)N2CCN(c3ccc(F)cc3)CC2)c(OC)cc1Cl	.	5%	0.2%	.	.
CCOC(=O)C1(C)Oc2ccc(S(=O)(=O)CC)cc2NC1=O (configuration not stated)	3%	-2%	0.7%	3%	2%
CNC(=O)CSc1nnc(-c2ccccc2)n1C	-3%	-9%	0.3%	7%	6%
CCOc1ccc2nc(NCCNC(=O)Nc3ccccc3)c(C#N)cc2c1	-3%	-5%	6.2%	16%	-11%
CCS(=O)(=O)N1Cc2ccccc2CC1C(=O)Nc1nc2ccccc2s1 (configuration not stated)	?	0%	4.3%	16%	-1%
CC(C)(C)c1cc(/C=C2\NC(=O)NC2=O)cc(C(C)(C)C)c1O	61%	-10%	2.2%	11%	4%
Oc1ccc(Br)cc1/C=N/Nc1ccccn1	6%	24%	12%	75%	-4%
Cc1ccc(CCN2C(=O)CCC2(C)C(=O)NC2CCCC2)cc1 (configuration not stated)	13%	3%	0.1%	.	26%

Six compounds picked at random from those above, as already listed:
SMILES	M. tuberculosis HTS	influenza NS1A	inhibitors of VEEV	M. tuberculosis	PhoP GFP inhibition	others
O=C(CCS(=O)(=O)c1ccccc1Cl)Nc1ccc(S(=O)(=O)Nc2ncccn2)cc1	1%	-4%	0.2%	7%	4%
COc1cc(-n2nnnc2SCC(=O)N2CCN(c3ccc(F)cc3)CC2)c(OC)cc1Cl	.	5%	0.2%	.	.
CC1(C)CC(N2CCOCC2)=CC(=[N+]2CCOCC2)C1	2%	0%	1.6%	0%	6%
COc1cc(CC(=O)NCC2CCCCC2)cc(OC)c1OC	-1%	-3%	1.4%	-2%	4%
CCN1C(=O)c2cccc3c(S(=O)(=O)NCCCN4CCOCC4)ccc1c23	-2%	-16%	6.4%	-2%	2%
Oc1ccc(Br)cc1/C=N/Nc1ccccn1	6%	24%	12%	75%	-4%

Further results:
SMILES	M. tuberculosis HTS	influenza NS1A	inhibitors of VEEV	M. tuberculosis	PhoP GFP inhibition	others
N#Cc1c(-c2ccc(Cl)cc2)ccn2nc(C3CCCCC3)nc12	0%	0%	1.3%	12%	8%
CCOP(=S)(OCC)Oc1nc(Cl)c(Cl)cc1Cl	1%	-30%	0.4%	43%	.
CCN(CC)c1ccc(NS(=O)(=O)c2ccc3c(c2)oc(=O)n3C)c(C)c1	-9%	13%	1.3%	58%	0%	inhibitors of VEEV 10K pilot screen=0.2
CC(NC(=O)c1cnc2ccccc2n1)c1ccccc1 (configuration not stated)	-8%	-10%	0.8%	66%	-6%
CSCC[C@H](NC(=O)OC(C)(C)C)C(=O)N/N=C/c1cccc2cccnc12	-6%	17%	1.8%	2%	-2%
Oc1ccc(Br)cc1CNc1cnc2ccccc2c1	?	17%	0.8%	61%	11%
Clc1ccc(-c2cc(COc3ccc4ccccc4c3)no2)cc1	-6%	-2%	2.0%	-4%	6%
CCCCOCCCNC(=O)Cc1ccccc1OC	8%	-6%	0.9%	24%	1%
O=C(c1ccc(O)c(Br)c1)c1cc(Br)ccc1O	.	-5%	1.8%	.	.
OC1(c2ccccc2)CNCCc2ccccc21 (configuration not stated)	3%	18%	i	-9%	-10%
CC(C)(C)c1cccc(C2(O)C(=O)c3ccccc3C2=O)c1O	10%	-4%	i	18%	-17%
O=C(COc1cccnc1[N+](=O)[O-])N1CCc2ccccc2C1	0%	6%	i	5%	-9%
O=C(CN(Cc1ccccc1Cl)C(=O)c1csnn1)NCc1ccc(F)cc1	-4%	10%	3.1%	-7%	0%
C[C@]12CCC3C(CC[C@H]4C[C@H](O)CC[C@]34C)C1CC(=O)[C@@H]2O (some centres not stated)	5%	0%	2.3%	-3%	.
Cc1cnc(C(=O)OCC(=O)Nc2cccc(Cl)c2)cn1	-1%	-9%	0.6%	-5%	25%
COc1ccc(/C=C/C(=O)N2CCCC2)cc1OC	1%	-9%	0.5%	-7%	-7%
O=C(CSc1nc2c(cnn2-c2ccccc2)c(=O)[nH]1)N1CCOCC1	-10%	12%	0.8%	1%	-6%
c1ccc(N2CCN(Cc3cnc(N4CCOCC4)s3)CC2)cc1	5%	6%	0.2%	-8%	18%
CC(C)NC(=O)c1n[nH]c(=O)c2ccccc12	-16%	-8%	0.5%	-12%	13%
Cc1ccc(CNS(=O)(=O)c2cc3c(cc2C)N(C)CCO3)cc1	-5%	5%	1.2%	-5%	1%
O=C(Cc1cccs1)NCc1cccc(Br)c1	7%	-1%	i	-2%	6%
c1ccc2c(c1)ccc1[nH]c3c(c12)CCCC3	.	8%	3.4µM*	.	.
CN1C2CCC1CC(OC(c1ccccc1)c1ccccc1N)C2 (configuration not stated)	-3%	7%	2.1%	4%	-5%
Cc1[nH][nH]c(=O)c1C(c1ccc(-c2ccc(C(=O)O)cc2)o1)c1c(C)[nH][nH]c1=O	.	9%	1.7%	.	.
Cc1cc(C)n2nc(C(=O)NNC(=O)c3ccc(Cl)cc3)nc2n1	13%	-4%	12%	-2%	-10%
Following part
SMILES	M. tuberculosis HTS	influenza NS1A	inhibitors of VEEV	M. tuberculosis	PhoP GFP inhibition	others
O=C(NNc1ccccc1F)c1ccccc1	?	-1%	0.7%	44%	14%
CCN1CCN(c2ccc(NC(=O)c3cc4ccccc4cc3OC)cc2C)CC1	?	3%	6.3%	?	.
Cc1ccnc(NC(=O)c2ccc(Cl)s2)c1	11%	-1%	1.5%	?	-1%
COc1ccccc1N1CCN(C(=O)c2ccc(Br)s2)CC1	15%	-4%	0.4%	.	-3%
Cc1cccc(CN2CCN(CC(=O)NCCCN3CCN(c4ccc(F)cc4)CC3)C2=O)c1	.	12%	i	.	1%
O=C(c1ccc(N2CCCCC2)c([N+](=O)[O-])c1)N1CCC2(CC1)OCCO2	6%	1%	i	9%	5%
O=C(N/N=C/c1ccc(Cl)cc1)Nc1ccccc1	6%	9%	0.8%	22%	4%
O=C(/C=C/c1cccs1)Nc1ccc(N2CCOCC2)c(S(=O)(=O)Nc2cc(Cl)ccc2Cl)c1	-7%	9%	0.1%	-12%	0%
COC(=O)C1=C(C)N(C)C(C)=C(C(=O)OC)C1c1ccc(Cl)cc1	1%	6%	0.4%	-6%	14%
S=c1nc(-c2ccccc2)n(-c2ccccc2)[nH]1	2%	3%	0.4%	-6%	-7%
O=C1CN(C(=O)c2ccccc2F)C(c2ccc(F)cc2)c2cc(F)ccc2N1 (configuration not stated)	12%	-23%	0.3%	-8%	-12%
CCN(C(=O)COC(=O)c1ccc(=O)n(Cc2ccccc2)n1)C1CCS(=O)(=O)C1 (configuration not stated)	.	2%	0.5%	.	.
COC(=O)c1ccc(C2NC(=O)NC(C)=C2C(=O)N(C)C)cc1 (configuration not stated)	-2%	-7%	2.3%	-7%	-7%
Cc1ccc(S(=O)(=O)N2CCCC2CNC(=O)C(=O)Nc2ccc(F)cc2F)cc1 (configuration not stated)	-2%	-6%	9.4%	18%	8%
Oc1ccc(C[C@H]2CNCCN2CC2CCCCC2)cc1	7%	-9%	0.9%	21%	0%
CC1(C)CC(=O)c2sc(NC(=O)C(C)(C)C)nc2C1	9%	1%	2.1%	27%	-2%
C[C@@]12C(=O)Nc3ccc(Cl)cc3C(=O)N1[C@H]1c3ccccc3OC[C@@H]1[C@@H]2c1ccccc1	?	3%	0.9%	?	-8%
CCOC(=O)c1c(NC(=O)CN2C(=O)NC(C)(c3ccc(Cl)cc3)C2=O)sc(C(=O)NC)c1C (configuration not stated)	59%	5%	4.4%	-5%	9%
O=C(CSCC(=O)OCn1nnc2ccccc2c1=O)Nc1ccc(Cl)cc1	-12%	0%	i	5%	11%
COc1cccc2c(SCC(=O)N/N=C/c3ccc(O)cc3O)cc(C)nc12	.	2%	6.4%	.	.
Cc1ccc(C(C2=C(O)CC(C)(C)CC2=O)C2C(=O)CC(C)(C)CC2=O)s1 (configuration not stated)	2%	7%	2.5%	?	-5%
O=C(c1cc2ccccc2[nH]1)N(Cc1cccnc1)CC1CCCN(C2CCCCC2)C1 (configuration not stated)	58%	1%	0.5%	30%	10%
CC(C)c1ccc(NC(=O)C2CCCN(S(=O)(=O)c3ccc4c(c3)C(C)(C)C(=O)N4C)C2)cc1 (configuration not stated)	-8%	28%	7.3%	41%	-10%
CCC1=C(OC(=O)N(CC)CC)N2C(=O)OC(=NCCc3c[nH]c4ccccc34)[C@]2(Cc2ccccc2)[C@H]2C1=CC[C@H]1C(=O)N(C)C(=O)[C@H]12	69%	12%	3.3%	54%	-6%
CCC1C(=O)Nc2ccccc2N1C(=O)COc1ccccc1 (configuration not stated)	-8%	-4%	2.8%	2%	-6%
Next part
SMILES	M. tuberculosis HTS	influenza NS1A	inhibitors of VEEV	M. tuberculosis	PhoP GFP inhibition	others
CCC1CN(C(=O)N2CCC(C(=O)NCCc3ccc(OC)c(OC)c3)CC2)c2ccccc2O1 (configuration not stated)	-6%	2%	0.9%	7%	-2%
CCCCCCCC1(C)NC(=O)N(c2ccccc2)N1 (configuration not stated)	?	0%	i	77%	10%
COc1cc(NC(=O)C(Cc2ccccc2)n2cccc2)cc(OC)c1 (configuration not stated)	65%	4%	1.4%	32%	0%
CC(C)C(=O)Nc1ccc(Cc2ccc(NC(=O)C(C)C)c(O)c2)cc1O	-4%	6%	1.3%	0%	7%
CCCCOc1ccc(/C=N/NC(=S)Nc2cc(C)ccc2C)cc1	4%	5%	5.3%	-4%	2%
CCOC(=O)/C(C#N)=C/C1=C(N2CCOCC2)CC(C)(C)OC1	6%	7%	0.2%	-1%	19%
COc1ccccc1CN1CCCC(C(=O)c2ccccc2OC)C1 (configuration not stated)	2%	6%	0.1%	1%	-2%
COc1cc(/C=C/c2ccccc2)cc(OC)c1	.	-31%	4.0%	.	.
CC(C)c1ccc(NC(=O)COC(=O)[C@@H]2CCCN2C(=O)c2cccs2)cc1	-7%	-10%	1.4%	22%	.
CCN1C(=O)[C@H]2[C@@H](c3ccc(C)cc3)N3C(=O)N(c4ccc(C(F)(F)F)cc4)C(=O)[C@@]3(CC)[C@H]2C1=O	-5%	-3%	1.1%	-11%	5%
COc1cccc(N2CCN(C(=O)c3ccc4nc(N5CCCCC5)sc4c3)CC2)c1	0%	12%	1.4%	20%	9%
CC1(C)CC(=O)c2cnc(NC(=O)CCc3ccccc3)nc2C1	-9%	3%	2.3%	-18%	6%
